# SMN2 splice up – enhancers of SMN2 splice variant expression; 210,000 tested, 2.8% active; Potency, µM (doses to about 46.1 µM), inactives show at the highest dose activity change, positive = activation, most hits filed as activators; HEK293 SMN2-luciferase splicing reporter, luminescence, 30-36 h; note: % of control where 0% means no effect; nearly all actives have a fitted effect of over 55% in size
#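 HEK293 cells carry an SMN2 minigene-luciferase reporter in which exon 7 inclusion puts luciferase in frame. Cells were seeded at 2000 cells/well, attached for 10-12 hours, then exposed to compounds for 30-36 hours at 37C before ONE-Glo luminescence.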
# GoLoco inh red – RGS12 GoLoco-Gai1 interaction inhibition. Gai1:RGS12 GoLoco peptide FP, rhodamine, 10 min. P63096. 230,000 tested, 0.44% active. Potency, µM (titrated, usually from 61.6 µM), without a hit: at the highest dose activity, negative = inhibition, usual class: inhibitors. AID 880; active = well fitted inhibition curve with a large enough effect, not every such curve was filed as active; inactive = no such curve, though single readings can be large or run the other way; note: % is set by controls: 0 for no effect and ±100 for the full control effect; nearly all actives have a fitted effect of over 30% in size; many of its hits are not listed in these tables
# LMNA splice mod – changes lamin A minigene splicing in HeLa cells; HeLa LMNA splicing GFP/RFP minigene ratio, 48 h; Potency, µM (series often up to 46.1 µM), for the others: at the highest dose ratio change, negative = inhibition, most hits filed as inhibitors; 200,000 tested, 0.01% active; active = well fitted inhibition curve with a large enough effect in the signal ratio, with a control signal flat, not every such curve was filed as active; inconclusive = small, poorly fitted or top-dose-only effect, or effect the other way, or a change in a side signal; the % refers to the signal ratio; note: % is set by controls: 0 for no effect and ±100 for the full control effect
#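 S3 HeLa cells stably expressing lamin A-EGFP splicing minigene plus DsRed2, 600 cells/well, 48 h compound exposure at 37C. Laser-scanning cytometry; analysed as GFP (500-530 nm)/RFP (575-640 nm) total intensity ratio; 0.5% DMSO vehicle.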
# RECQ1 inh – inhibitors of human RECQ1 DNA helicase | P46063 | RECQ1 DNA unwinding, red fluorescence kinetic read | Potency, µM (titrated, usually from 57.3 µM), inactives show top-dose activity, negative = inhibition, actives largely listed as inhibitors | 240,000 tested, 0.54% active | AID 2549;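 note: plate controls were vehicle for no effect and no enzyme for full effect; nearly all actives have a fitted effect of over 30% in size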
#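 50 nM RECQ1T1 preincubated 15 min with compound in Tris pH 8.0 buffer with MgCl2, DTT, Tween-20 and 2.5 ug/ml poly(dI-dC); started with 200 nM TAMRA/BHQ-2 forked duplex and 2 mM ATP. Unwinding read as fluorescence (525/598 nm), two reads 2 h apart.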
# TRb SRC2 PPI – inhibitors of human thyroid hormone receptor beta-SRC2 interaction; TRbeta-SRC2 peptide binding, fluorescence polarization; receptor liganded with 1 µM T3; Potency, µM (highest dose often 106 µM), for inactives: at the top dose activity change, negative = inhibition, most hits filed as inhibitors; 280,000 tested, 0.065% active; AID 1469;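 note: plate controls were bound peptide for no effect and peptide without receptor for full effect; nearly all actives have a fitted effect of over 50% in size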
#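 Fluorescence polarization of 20 nM Texas Red SRC2 peptide with 0.6 uM human TRb ligand-binding domain, in Tris buffer with 1uM T3 and 5% DMSO. Incubated 5 hr ambient; normalized to unbound and bound controls.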
# TR SRC2 fluor cs – Texas Red fluorescence interference in TRb-SRC2 counter-screen. AID 1479. 280,000 tested, 0.29% active. Potency, µM (doses to about 106 µM), inactives show at the top dose fluorescence change, negative = quenching. TRb/SRC2 Texas Red total fluorescence interference; active = well fitted curve in either direction with a large enough effect; inconclusive = small, poorly fitted or top-dose-only effect; note: % is set by controls: 0 for no effect and ±100 for the full control effect
#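 Human TRb ligand-binding domain at 0.6 uM with 20 nM Texas Red SRC2 peptide in Tris buffer containing 1 uM T3 and 5% DMSO, incubated with compound 5 h at ambient temperature. Total fluorescence (555/632 nm) calculated as parallel + 2 × perpendicular.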
# ALDH1A1 block – ALDH1A1 (human) enzyme inhibition; AID 1030; P00352; 220,000 tested, 7.3% active; Potency, µM (highest dose often 75.3 µM), for the others: at the highest dose activity, negative = inhibition, usual class: inhibitors; Purified ALDH1A1, NADH fluorescence, propionaldehyde substrate; active = well fitted inhibition curve with a large enough effect, not every such curve was filed as active; inconclusive = small, poorly fitted or top-dose-only effect, or another doubt; inactive = no such curve, though single readings can be large or run the other way;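 note: plate controls were no enzyme wells and a reference inhibitor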
# Target sequence (P00352 whole entry, looked up): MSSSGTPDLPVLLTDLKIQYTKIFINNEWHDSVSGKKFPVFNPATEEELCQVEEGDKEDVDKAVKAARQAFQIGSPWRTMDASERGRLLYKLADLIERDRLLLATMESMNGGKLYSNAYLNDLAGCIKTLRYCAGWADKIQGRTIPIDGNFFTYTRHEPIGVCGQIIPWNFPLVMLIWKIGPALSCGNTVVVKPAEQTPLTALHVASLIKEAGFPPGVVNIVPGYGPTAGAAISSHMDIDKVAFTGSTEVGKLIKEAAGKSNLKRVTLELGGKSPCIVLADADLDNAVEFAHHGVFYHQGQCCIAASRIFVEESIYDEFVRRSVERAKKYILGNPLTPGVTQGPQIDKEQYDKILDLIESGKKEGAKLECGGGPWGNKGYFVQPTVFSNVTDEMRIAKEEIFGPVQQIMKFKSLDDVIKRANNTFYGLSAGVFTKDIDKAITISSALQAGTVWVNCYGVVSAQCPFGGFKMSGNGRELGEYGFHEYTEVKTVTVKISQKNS
# JMJD2E inh – blocks human JMJD2E demethylase activity; JMJD2E catalytic domain, FDH-coupled NADH fluorescence (FDH is formaldehyde dehydrogenase); Potency, µM (series often up to 57.1 µM), inactives show at the highest dose activity change, negative = inhibition, most hits filed as inhibitors; 230,000 tested, 1.6% active; AID 2147; active = well fitted inhibition curve with a large enough effect, not every such curve was filed as active; inconclusive = small, poorly fitted or top-dose-only effect, or another doubt; inactive = no such curve, though single readings can be large or run the other way;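 note: 0% = wells with enzyme and -100% = buffer wells without enzyme; nearly all actives have a fitted effect of over 50% in size; many of its hits are not listed in these tables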
# Target sequence (B2RXH2 1-337 limits assumed): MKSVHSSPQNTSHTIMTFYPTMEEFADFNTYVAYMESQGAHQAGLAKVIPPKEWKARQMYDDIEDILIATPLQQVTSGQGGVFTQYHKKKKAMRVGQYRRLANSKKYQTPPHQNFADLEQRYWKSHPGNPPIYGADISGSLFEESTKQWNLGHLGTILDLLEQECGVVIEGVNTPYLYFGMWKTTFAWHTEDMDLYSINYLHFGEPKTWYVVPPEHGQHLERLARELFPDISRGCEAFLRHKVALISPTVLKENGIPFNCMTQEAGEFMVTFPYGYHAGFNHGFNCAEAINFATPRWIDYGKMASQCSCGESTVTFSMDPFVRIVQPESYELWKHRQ
# * hit, by the source's call; i = inactive; ? = inconclusive; . = no result given; & = joins results of further samples; [ ] = dose if it differs, or a comment. Unless noted, calls come from the whole dose curve; as a rule, active = well fitted curve in the direction sought with a large enough effect; inconclusive = small, poorly fitted or top-dose-only effect, or another doubt; inactive = no such curve, though single readings can be large; an effect the other way counts as inactive or inconclusive. Potency is the fitted concentration of half-maximal effect. Not all compounds are listed, so the mix of outcomes need not match the whole.
SMILES,SMN2 splice up,GoLoco inh red,LMNA splice mod,RECQ1 inh,TRb SRC2 PPI,TR SRC2 fluor cs,ALDH1A1 block,JMJD2E inh
COc1cc2nc(C3CCC3)nc(N3CCN(c4ccccc4OC)CC3)c2cc1OC,-19%,3%,?,-6%,-4%,-1%,28µM*,-27%
CCCc1cc2c(c(NC(C)=O)n1)c(=O)oc1ccccc12,12%,-9%,-7%,-4%,-12%,-1%,-2%,?
COC(=O)C1=C(C(=O)OC)[C@@H]2N(C)c3ccccc3[C@@]23C[C@@H](C(=O)OC)N(S(=O)(=O)c2cccs2)C3=N1,5%[9.22 µM],4%[14.2 µM],0%[9.22 µM],-21%[11.5 µM],5%[11.2 µM],-5%[11.2 µM],0%[13.5 µM],-7%[11.4 µM]
CC(C)(C)C(=O)CSc1nnc(Nc2ccccc2)s1,?,-4%,-4%[46 µM],-3%,-5%,-1%,-3%,5%
O=C(/C=C/c1ccccc1)Nc1cc(C(=O)O)cc(C(=O)O)c1,-2%,32%[activator],-6%[46 µM],17%,2%,-5%,-3%,-8%
O=C1CC(c2cccc(Cl)c2)CC(O)=C1C=Nc1cccc(Cl)c1 (configuration not stated),-1%,172%[activator],-5%,-7%,6%,4%,?,?
O=C(CSc1cccc[n+]1[O-])c1ccc(Cl)cc1,8%,-4%,.,i,-4%,-7%,2%,8%
Cc1nonc1NC(=O)CSc1nc2ccccc2[nH]1,.,-3%,.,-8%,-8%,-6%,3%,0%
CC(C)Cc1nc(Cl)c(C#N)c2c1CCCC2,5%,-7%,14%,-11%,-5%,-4%,-12%,-2%
O=C1c2ccccc2C(=O)N1Cc1nn2c(-c3ccc(Cl)cc3)nnc2s1,6%,5%,2%,-2%,-2%,-3%,14µM*,-2%
O=C(NCc1ccco1)C1CC(c2cccc([N+](=O)[O-])c2)=NO1 (configuration not stated),-14%,-8%,5%,i,-3%,-2%,-5%,11%
CNC(=O)c1nc(C)n(-c2ccc(Cl)cc2Cl)n1,7%,2%,-1%[46 µM],-3%,-3%,-1%,0%,-5%
O=C(Nc1ccccc1)NC1CCS(=O)(=O)C1 (configuration not stated),3%,-1%,-2%,-2%,1%,0%,1%,2%
CCCCN(C)/C=N/c1c(C#N)cnn1-c1ccc(C)cc1,-11%,-3%,11%,-1%,2%,-4%,-12%,7%
CC1(C)CC2(CCO1)N1CC3(C)CN2CC(C)(C1)C3O (configuration not stated),4%,-2%,-1%,-2%,-3%,1%,3%,-4%
CC(C)c1ccc(NC2=NCC(=O)N2Cc2cccs2)cc1,-19%,-2%,-1%[46 µM],-5%,1%,-1%,-2%,-2%
CC(=O)Nc1ccc(NCN2C(=O)[C@@H]3[C@H]4CC[C@H](C4)[C@@H]3C2=O)cc1,-1%,-3%,-4%,10%,-1%,-18%,?,88%[activator]
O=C(NCCCN1CCOCC1)C(=O)N/N=C/c1ccc2c(c1)OCO2,-2%,15%,.,i,-2%,-3%,-1%,7%
COC(=O)C1=C(C)N(C)C(=S)NC1c1ccc(Cl)cc1 (configuration not stated),8%,8%,?,i,3%,-1%,-9%,-7%
O=C(O)CCNS(=O)(=O)c1ccc2c(c1)CCCC2,2%,-1%,9%[46 µM],5%,-7%,-2%,?,-10%
COc1ccc(-c2nnn(CC(=O)NCc3ccccc3)n2)cc1OC,-28%,5%,?,i,-1%,2%,4%,-16%
CSc1sc(C(=O)OC(C)C)c2c1C(=O)CC(C)(C)C2,.,-8%,?,2%,-4%,1%,-3%,4%
CCn1c(C(=O)N2CCc3ccccc3C2)cc2oc3ccccc3c21,-11%,2%,?,i,3%,-8%,?,2%
Cn1cnnc1SCC(=O)Nc1ccc(OC(F)F)cc1,-11%,10%,8%[46 µM],0%,6%,-3%,-1%,5%
O=C(O)CCCNC(=O)c1ccc(NC(=O)Cc2ccc(Cl)cc2)cc1,-11%,-8%,.,-12%,-12%,0%,-3%,2%
SMILES,SMN2 splice up,GoLoco inh red,LMNA splice mod,RECQ1 inh,TRb SRC2 PPI,TR SRC2 fluor cs,ALDH1A1 block,JMJD2E inh
O=C(Nc1cc2c(oc1=O)CCCC2=O)c1ccccc1,13%,-15%,-10%,-5%,1%,1%,-5%,-1%
O=C1CC(c2ccco2)CC(O)=C1C=Nc1ccc(Br)cc1 (configuration not stated),7%,4%,9%,-15%,3%,-1%,?,?
CC(=O)CSc1nc2ccccc2s1,8%,17%,4%,0%,5%,3%,-15%,1%
Cc1ccc(NC(=O)Cc2ccc3c(c2)OCCO3)cc1S(=O)(=O)N1CCCCC1,.,5%,.,-20%,-2%,0%,.,-5%
NC(=O)CC(NC(=O)c1ccccc1)c1ccc(NCCc2ccc(Cl)cc2)c([N+](=O)[O-])c1 (configuration not stated),.,8%,.,i,1%,-2%,.,2%
COC(=O)CNC(c1ccccc1)c1cc(Br)ccc1N (configuration not stated),.,6%,.,-18%,-4%,-1%,.,1%
CS(=O)(=O)c1ccc(C(O)C(CO)NC(=O)C(Cl)Cl)cc1 (configuration not stated),-22%,11%,.,i,3%,-2%,2%,2%
CS(=O)(=O)NC1c2cccc3cccc(c23)C1N1CCOCC1 (configuration not stated),-3%,-9%,-1%,-7%,-14%,1%,?,-6%
CCCn1c(NC(=O)c2ccc(Br)cc2)nc2ccccc21,-7%,2%,2%,-3%,7%,1%,?,?
O=[N+]([O-])c1ccc2nc(SCc3cn4cccnc4n3)[nH]c2c1,.,8%,.,9%,2%,-2%,.,-18%
CN(CC(=O)Nc1ccc(F)cc1)c1ccc(S(=O)(=O)N2CCCCC2)cc1[N+](=O)[O-],-40%[inhibitor],-6%,?,-14%,3%[53 µM],-1%[53 µM],?,1%
CCc1ccc(CN(C)Cc2nc(-c3cccc(Cl)c3)no2)nc1,-2%,7%,?,i,-6%,0%,5%,5%
O=S(=O)(Nc1nc2ccccc2nc1Nc1ccc2c(c1)OCO2)c1ccccc1,-21%,5%,-18%,-5%,-20%,-8%,4%,-15%
CC(NC(=O)Cc1ccc([N+](=O)[O-])cc1)c1ccc2c(c1)OCO2 (configuration not stated),.,6%,.,i,-10%,0%,.,1%
CC(C)CN1C2CCCC1CC(NC(=S)NCc1ccco1)C2 (configuration not stated),-20%,1%,-1%[46 µM],-6%,-1%,-5%,2%,?
CCCc1nnc(NC(=O)CCC(=O)NCc2ccccc2OC)s1,-17%,8%,7%,-4%,8%,1%,2%,7%
CC1CCCCC1NC(=O)c1ccc(S(=O)(=O)NCc2ccco2)cc1 (configuration not stated),-9%,14%,-5%,-6%,-5%,-5%,3%,0%
C=CCn1c(P(C)(=O)O)nc2ccccc21,-8%&3%,-4%&2%,0%,1%&-8%,-3%&-10%,-1%&-2%,-8%&14%,-6%&6%
COc1ccc(C(=O)CSc2nnc(-c3ccoc3C)n2CC2CCCO2)cc1 (configuration not stated),-14%,2%,1%,-11%,-5%,1%,?,-3%
O=S(=O)(c1ccccc1)N1CCC(N2CCN(c3ccccc3)CC2)CC1,3%,-5%,0%,-3%,3%,-2%,-5%,-1%
Nc1nnnn1CC(=O)OCc1cccc(Br)c1,-5%,3%,-7%,i,2%,-1%,6%,1%
CC(C)N=C1SC(CC(=O)Nc2ccccc2)C(=O)N1C(C)C (configuration not stated),-18%,5%,8%[46 µM],i,-1%,0%,-2%,3%
O=C(CCC1CCCN(C(=O)c2ccc3c(c2)OCO3)C1)NCc1ccc(F)c(F)c1 (configuration not stated),.,8%,16%[46 µM],i,3%[53 µM],-2%[53 µM],-2%,7%
Cc1cccc(OCC(=O)N(Cc2cccs2)C2CCS(=O)(=O)C2)c1 (configuration not stated),-12%,0%,9%,2%,-1%,-1%,-6%,8%
Cc1c(NC(=O)CCC2CCCCC2)cc(C(=O)N2CCOCC2)cc1[N+](=O)[O-],-6%,10%,.,-2%,2%,-1%,4%,6%

# Reprinted from the part before: 2 compounds, then new ones.
SMILES,SMN2 splice up,GoLoco inh red,LMNA splice mod,RECQ1 inh,TRb SRC2 PPI,TR SRC2 fluor cs,ALDH1A1 block,JMJD2E inh
Cc1cccc(OCC(=O)N(Cc2cccs2)C2CCS(=O)(=O)C2)c1 (configuration not stated),-12%,0%,9%,2%,-1%,-1%,-6%,8%
Cc1c(NC(=O)CCC2CCCCC2)cc(C(=O)N2CCOCC2)cc1[N+](=O)[O-],-6%,10%,.,-2%,2%,-1%,4%,6%
O=C1C(=O)N(CC2CCCO2)C(c2ccco2)/C1=C(/O)c1ccc(F)cc1 (configuration not stated),5%,12%,8%[46 µM],i,-6%,1%,?,-12%
C[C@@H](C(=O)Nc1ccc2ccccc2c1)[C@@H]1C[C@@]1(C)[C@@H](NS(=O)(=O)c1ccc(-c2ccccc2)cc1)c1ccccc1,-5%,9%,.,-10%,-30%,7%,2%,?
Cc1ccc2nc(NCCO)nc(-c3ccccc3)c2c1,4%,-3%,-8%,i,-12%,-3%,?,?
CCn1cc(CNC(=O)c2cccc([N+](=O)[O-])c2)c(C)n1,-15%,-2%,1%,1%,3%,3%,3%,?
COCCCN1C(=O)C(O)=C(C(=O)c2ccco2)C1c1cccc(Br)c1 (configuration not stated),-4%,-9%,-1%,-10%,0%,-1%,-7%,-6%
COc1ccc(NC(=O)c2cc(C)nc3ccccc23)cc1S(=O)(=O)Nc1ccccc1Cl,1%,16%,3%,-8%,-11%,-1%,1%,3%
CCCC(=O)Nc1ccc(S(=O)(=O)N2CCOCC2)cc1,-34%[inhibitor],5%,-11%,-3%,5%,3%,3.2µM*,2%
COc1ccc(C/C(N)=N/OC(=O)Cc2ccccc2)cc1,-9%,-13%,10%,-6%,-1%,0%,?,1%
Cc1c(/C=N\NC(=O)c2ccc(F)cc2)cnn1C,-7%,7%,?,0%,-7%,-2%,11%,-1%
CCn1c(O)c(N=N)c2ccccc21,20%,-2%,4%[46 µM],i,1%,0%,-4%,-7%
COC(=O)/C=C1/SC(=NC(=O)c2ccccc2)NC1=O,.,.,-3%,-7%,-8%,-5%,?,2%
